Screening data deposited in PubChem by PCMD.
AP complement = alternative complement pathway inhibitors, primary screen, biochemical, ELISA, human serum, orthogonally pooled compounds | LPS-coated ELISA, C3 deposition; tested in compound mixtures | inhibition, % at 5 µM | 62,000 compounds, 0.08% hits | AID 1235, 2008;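 active means inhibition above 30% in each of the two pooled mixtures holding the compound, so the lower value exceeds 30%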;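 further: 0% = serum in Mg-EGTA without compound and 100% = EDTA serum blank; some compounds past the cut are filed as inactive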
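Test system: human serum alternative complement pathway, C3 deposition on LPS-coated wells; also added: Plate-bound LPS; doses: 5 µM per compound in ten-compound mixtures; schedule: 1 h at 37 °C; detection: Anti-C3 ELISA, OD 450 nm; evaluation: percent inhibition of C3 deposition onto LPS; repeats: two pool placements per compound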
CatB inh = human cathepsin B inhibitors, primary screen, biochemical, fluorogenic substrate | AID 453, 2006 | P07858 | 63,000 compounds, 0.1% hits | inhibition, %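 (tested at 10 µM)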 | purified cathepsin B, fluorescence; in the data active means inhibition above about 21%;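 further: 0% = enzyme with no compound and 100% = no enzyme blank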
C1s inh = complement C1s protease inhibitors, primary screen, biochemical, 10-compound mixtures. mean inhibition % of two 10-compound mixtures (hits give high values), % at 5 µM (by protocol). Complement C1s subcomponent (Homo sapiens), P09871. purified C1s, fluorogenic AMC substrate, pooled mixtures. AID 538, 2006. 62,000 compounds, 0.16% hits;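 active means inhibition above 20% in each of the two 10-compound mixture wells holding the compound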;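 further: 0% = enzyme wells lacking compound mixture and 100% = no-enzyme blank wells; some compounds called inactive have numbers as strong as hits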
FXIIa inh mix = human factor XIIa inhibitors, primary screen, biochemical, pooled compound mixtures, fluorogenic substrate | purified FXIIa | AID 684, 2007 | 62,000 compounds, 0.2% hits | Coagulation factor XII (Homo sapiens), P00748 | inhibition, % at 5 µM;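 further: 0% = enzyme without compound and 100% = no enzyme blank; some results filed as inactive read as strong as hits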
CatS inh = inhibitors of human cathepsin S, biochemical, compound mixtures. inhibition, %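 (tested at 5 µM per compound within 10-compound mixtures)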. AID 501, 2006. 62,000 compounds, 0.06% hits. recombinant cathepsin S, AMC dipeptide fluorescence, pooled mixtures. P25774; in the data active means inhibition above about 32%, passing the limit was not always enough;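 further: 0% = enzyme without compound and 100% = blank without enzyme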
Target sequence (P25774 115-331 limits assumed): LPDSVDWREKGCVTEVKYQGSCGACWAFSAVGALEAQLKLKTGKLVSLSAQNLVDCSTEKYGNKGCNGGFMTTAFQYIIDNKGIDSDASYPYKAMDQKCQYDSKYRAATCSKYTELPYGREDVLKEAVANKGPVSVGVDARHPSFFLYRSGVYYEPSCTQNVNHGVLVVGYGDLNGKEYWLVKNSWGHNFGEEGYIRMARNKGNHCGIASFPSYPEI
Cathepsin G inh = human cathepsin G inhibitors, primary screen, biochemical, pooled compound mixtures, AMC fluorescence. inhibition, % at 5 µM (by protocol). P08311. AID 581, 2007. purified enzyme, AMC-tetrapeptide fluorescence. 62,000 compounds, 0.2% hits;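 active means inhibition above 20% in each of the two mixture wells holding the compound; inactive means inhibition of 20% or less in either well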;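 further: 0% = enzyme control without mixture and 100% = blank lacking enzyme; strong numbers were not always called active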
CatL inh = inhibitors of human cathepsin L, biochemical | Procathepsin L (Homo sapiens), P07711 | purified cathepsin L, fluorogenic substrate, fluorescence | inhibition, %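 (tested at 10 µM)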 | 58,000 compounds, 0.17% hits | AID 460, 2006; in the data active means inhibition above about 45%;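 further: 0% = enzyme with no compound and 100% = no enzyme blank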
Target sequence (P07711 114-288 limits assumed): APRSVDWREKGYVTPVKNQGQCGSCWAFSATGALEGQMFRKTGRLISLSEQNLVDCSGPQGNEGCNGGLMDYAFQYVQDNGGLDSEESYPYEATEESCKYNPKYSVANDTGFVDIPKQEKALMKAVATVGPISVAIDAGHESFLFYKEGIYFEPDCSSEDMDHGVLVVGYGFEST
Target sequence (P07711 292-333 limits assumed): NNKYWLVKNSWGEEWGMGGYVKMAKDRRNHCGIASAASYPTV
CatB mix inh = cathepsin B inhibitors from pooled compounds, primary screen, biochemical, compound mixtures, AMC fluorescence. Purified cathepsin B, AMC dipeptide fluorescence. 62,000 compounds, 0.06% hits. inhibition, %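 (ten-compound pools at 5 µM per compound and 50 µM total)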; in the data active means inhibition above about 22%, passing the limit was not always enough;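 further: 0% = enzyme without compound and 100% = no enzyme blank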
FXIa mix inh = FXIa protease inhibitors in compound pools, primary screen, biochemical, 10-compound mixtures; purified FXIa, fluorogenic substrate, pooled mixtures; inhibition, % at 5 µM; Coagulation factor XI (Homo sapiens), P03951; 62,000 compounds, 0.19% hits;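 further: each value is inhibition by a whole ten-compound pool holding the compound; 0% = enzyme with no mixture and 100% = wells lacking enzyme; strong numbers were not always called active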
Target sequence (P03951 19-387 limits assumed): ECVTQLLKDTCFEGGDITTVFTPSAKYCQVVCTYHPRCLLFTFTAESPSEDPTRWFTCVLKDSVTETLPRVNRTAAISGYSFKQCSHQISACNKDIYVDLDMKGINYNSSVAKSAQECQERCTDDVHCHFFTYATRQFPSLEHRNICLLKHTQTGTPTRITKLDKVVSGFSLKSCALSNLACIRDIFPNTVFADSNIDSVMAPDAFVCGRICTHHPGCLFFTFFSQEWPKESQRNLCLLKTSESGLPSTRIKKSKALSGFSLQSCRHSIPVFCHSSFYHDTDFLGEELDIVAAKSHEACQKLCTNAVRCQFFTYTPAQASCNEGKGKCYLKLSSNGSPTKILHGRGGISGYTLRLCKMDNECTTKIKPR
Target sequence (P03951 388-625 limits assumed): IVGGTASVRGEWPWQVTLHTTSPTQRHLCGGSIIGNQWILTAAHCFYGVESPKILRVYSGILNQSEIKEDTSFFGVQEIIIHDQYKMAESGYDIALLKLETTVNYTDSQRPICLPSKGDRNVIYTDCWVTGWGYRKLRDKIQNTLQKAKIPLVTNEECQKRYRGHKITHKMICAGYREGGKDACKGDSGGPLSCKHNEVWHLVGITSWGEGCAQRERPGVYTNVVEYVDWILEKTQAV
An asterisk follows results filed as active; . = not tested or not shown. Unless noted, no stated cut-off is given here; in the data, active means inhibition above about 20% (passing the limit was not always enough); inactive means the rest. A portion of the library. The share of hits here may be higher or lower than overall.

CatL inh	FXIIa inh mix	FXIa mix inh	CatS inh	CatB mix inh	CatB inh	AP complement	C1s inh	Cathepsin G inh	canonical_smiles
6	11	3	-1	2	5	15	11	9	C=CCn1c(N)cc(=O)nc1SCC(=O)NC(C)c1ccccc1 (centres undefined)
11	-17	12	36	3	7	5	-2	-3	Cn1c(C(=O)O)c(CC(=O)NCc2cccnc2)c2ccccc21
-6	2	6	-7	1	3	12	-7	8	Cc1ccc(OCC(O)CN2CCN(Cc3ccc4c(c3)OCO4)CC2)c(C)c1 (centres undefined)
6	-22	1	9	0	8	0	-12	-3	CCOc1ccc2oc(C(=O)OCC(=O)NC(=O)NC3CCCC3)c(C)c2c1
-5	13	1	12	3	4	-12	1	-2	COc1ccc2[nH]c(=O)c(CN(C(=O)c3ccccn3)C3CCCCC3)cc2c1
.	1	2	11	4	3	9	-11	7	COc1ccc(N2CCN(Cc3nc4c(c(=O)[nH]c(=O)n4C)n3CCCc3ccccc3)CC2)cc1
6	5	6	9	0	2	-10	-26	9	O=C(CCn1nnc(-c2cccs2)n1)NC1CCCCC1
.	1	2	-4	2	4	15	26	12	Cc1cccc(OCCCCCNCCO)c1
2	3	2	-1	3	1	-1	-5	-4	O=C(c1ccc(-c2cccc(C(F)(F)F)c2)o1)N1CCOCC1
-14	0	-16	-21	-1	3	6	-24	-6	CCOC(=O)c1sc(Nc2nc3c(OC)cccc3s2)nc1C

CatL inh	FXIIa inh mix	FXIa mix inh	CatS inh	CatB mix inh	CatB inh	AP complement	C1s inh	Cathepsin G inh	canonical_smiles
18	7	5	4	4	.	1	13	4	COc1ccc(O)c(C=Nc2cc(C)on2)c1
18	1	9	3	3	-1	0	14	13	Fc1ccc(CSc2ncnc3c2oc2ccccc23)cc1
-2	0	7	14	8	1	5	-2	0	O=C(Cc1nc2ccccc2s1)c1ccc(O)cc1O
7	9	-30	-21	-22	-2	19	-17	-21	CN(C)c1ccc(/C=c2\sc3n(c2=O)CCCN=3)cc1
-2	3	-14	-3	0	6	-12	-41	-13	CC(=O)CCc1c(C)[nH]c2ccccc2c1=O
4	1	4	14	6	4	12	7	7	COc1ccc2nc(N3CCCC(O)C3)c(C#N)cc2c1 (centres undefined)
-4	0	8	-2	4	-2	11	-33	0	Cn1c(=O)c2c(SCC(=O)c3ccccc3)nc(C3CC3)nc2n(C)c1=O
3	5	-4	-1	1	4	9	3	6	COc1c(Br)cc2c(C)c(C(=O)N3CCOCC3)oc2c1Br
-6	5	8	-6	-4	1	-1	-23	1	CCOc1ccc(C2C(C#N)=C(N)SC(N)=C2C#N)c(OCC)c1
-15	1	4	-5	2	0	0	2	-2	Cn1ncc(Br)c1C(=O)Nc1ccc(Cl)cn1

CatL inh	FXIIa inh mix	FXIa mix inh	CatS inh	CatB mix inh	CatB inh	AP complement	C1s inh	Cathepsin G inh	canonical_smiles
16	4	0	7	7	7	18	3	5	CCOC(=O)c1ccc(OCC(=O)c2ccc(O)cc2O)cc1
-1	-4	-1	20	3	2	1	7	6	CCN(CC)CCn1c2ccccc2c2nc(C)sc21
10	8	1	12	1	0	6	2	9	O=C(Nc1ccc(Cc2ccncc2)cc1)c1ccco1
12	14	3	18	7	0	11	-27	-3	CC(C)Sc1ncnc2c1oc1ccccc12
9	8	0	3	2	-2	-10	11	-2	Cc1nnc(NC(=O)C2(c3ccccc3)CCOCC2)s1
.	4	8	16	6	.	5	18	11	COc1ccc(-n2c3c(cc(C(=O)NC4CCSC4=O)c2=O)C(=O)CC(C)(C)C3)cc1 (centres undefined)
9	5	-15	0	-7	-4	-10	-16	-7	Nc1nc2ccc(S(=O)(=O)c3ccc4nc(N)sc4c3)cc2s1
-25	2	0	-9	-8	-5	23	-26	-8	CCOC(=O)c1c(C)[nH]c(C(=O)COC(=O)c2oc3ccc(OC)cc3c2C)c1C
-5	4	9	-3	-5	-3	14	-2	3	CCOc1cc(C2/C(=C(/O)c3ccc(OC(C)C)cc3)C(=O)C(=O)N2CCCOC)ccc1O (centres undefined)
-4	8	11	-3	11	-6	14	0	1	CCN(CCCNC(=O)CN1C(=O)COc2ccccc21)c1cccc(C)c1

Shown with bars between the fields: 4 of the compounds above.
structure | CatL inh | FXIIa inh mix | FXIa mix inh | CatS inh | CatB mix inh | CatB inh | AP complement | C1s inh | Cathepsin G inh
CCOC(=O)c1ccc(OCC(=O)c2ccc(O)cc2O)cc1 | 16 | 4 | 0 | 7 | 7 | 7 | 18 | 3 | 5
CCN(CC)CCn1c2ccccc2c2nc(C)sc21 | -1 | -4 | -1 | 20 | 3 | 2 | 1 | 7 | 6
O=C(Nc1ccc(Cc2ccncc2)cc1)c1ccco1 | 10 | 8 | 1 | 12 | 1 | 0 | 6 | 2 | 9
CC(C)Sc1ncnc2c1oc1ccccc12 | 12 | 14 | 3 | 18 | 7 | 0 | 11 | -27 | -3

Profiles, looked up by structure. Screens in order: CatL inh | FXIIa inh mix | FXIa mix inh | CatS inh | CatB mix inh | CatB inh | AP complement | C1s inh | Cathepsin G inh
Entry for CCOC(=O)c1ccc(OCC(=O)c2ccc(O)cc2O)cc1 : 16 | 4 | 0 | 7 | 7 | 7 | 18 | 3 | 5
Entry for CCOC(=O)c1c(C)[nH]c(C(=O)COC(=O)c2oc3ccc(OC)cc3c2C)c1C : -25 | 2 | 0 | -9 | -8 | -5 | 23 | -26 | -8

The results go on.
CatL inh	FXIIa inh mix	FXIa mix inh	CatS inh	CatB mix inh	CatB inh	AP complement	C1s inh	Cathepsin G inh	canonical_smiles
.	2	7	-4	3	-2	11	6	-2	CCOc1ccc(-c2nnc(NC(=O)c3ccc(OCC(C)C)c(OC)c3)o2)cc1
-2	-1	3	-2	2	4	24	13	13	COc1ccc(OC)c(NC(=O)Cn2c(=O)oc3ccccc32)c1
-1	-2	9	5	9	-4	25	7	0	Cn1nnnc1SCC(=O)N1CCN(Cc2ccccc2)CC1
4	-14	3	-1	2	0	21	-22	9	Cc1cc(C)nc(N(C#N)Cc2ccccc2Cl)n1
.	6	-2	13	-4	-4	-7	5	1	CC(=O)N(Cc1cccs1)C1CCOC(C)(C)C1 (centres undefined)
0	1	8	-2	3	3	10	5	9	O=C(c1cccc(-c2nnc(-c3ccccc3)o2)c1)N1CCCCC1
-6	2	0	-1	5	1	23	1	10	Cc1onc(-c2ccccc2)c1C(=O)Nc1nnc(N2CCCCCC2)s1
-6	9	1	-2	2	0	5	0	-7	O=C(O)CCNS(=O)(=O)c1ccc2c(c1)Cc1ccccc1-2
.	-2	12	-6	-2	-1	3	6	-5	Cc1ccnc(SCC(=O)O)n1
5	2	4	2	-2	1	-16	-26	-7	Cc1ccc(S(=O)(=O)N(C)CC(=O)N2CCc3ccccc32)cc1

CatL inh	FXIIa inh mix	FXIa mix inh	CatS inh	CatB mix inh	CatB inh	AP complement	C1s inh	Cathepsin G inh	canonical_smiles
-4	3	1	-3	-6	2	6	-5	6	Cc1ccc2cc(CN(Cc3ccco3)C(=O)NCc3ccccc3)c(=O)[nH]c2c1C
6	0	5	-13	-2	4	14	0	4	Cc1ccccc1CSCC(=O)c1c(N)n(C)c(=O)n(C)c1=O
-5	1	2	4	5	2	3	17	3	Cc1ccc2[nH]c3c(=O)n(CCCN4CCN(C)CC4)cnc3c2c1
18	-14	6	14	4	9	-4	-19	-2	CC(=O)OCCCCON1C(=O)c2ccccc2C1=O
7	34	4	16	1	-1	-4	-4	0	Cc1cc(C)nc(NC(=O)c2c(-c3c(Cl)cccc3Cl)noc2C)n1
.	6	5	-4	1	-3	6	-4	-1	COC(=O)C1=C(C)NC2=C(C(=O)CCC2)C1c1ccsc1 (centres undefined)
2	-10	11	16	4	-1	9	-1	-1	COc1ccc(S(=O)(=O)N2CCN(C)CC2)cc1C
9	4	4	12	3	5	10	12	11	CCC(=O)NCCn1c(C)cc2ccccc21
6	3	-3	-1	1	7	0	-45	2	CC1(C)CC(=O)c2sc(NC(=O)CN3CCCCC3)nc2C1
.	-12	-5	3	-6	3	-5	-24	3	Cn1nnc(NC(=O)c2cccc(OCc3ccccc3)c2)n1

3 entries already listed, sorted by their value in FXIa mix inh, lowest first:
| molecule | FXIa mix inh |
| --- | --- |
| CC1(C)CC(=O)c2sc(NC(=O)CN3CCCCC3)nc2C1 | -3 |
| COC(=O)C1=C(C)NC2=C(C(=O)CCC2)C1c1ccsc1 (centres undefined) | 5 |
| COc1ccc(S(=O)(=O)N2CCN(C)CC2)cc1C | 11 |

The listing picks up; the 5 compounds before the break are reprinted first.
CatL inh	FXIIa inh mix	FXIa mix inh	CatS inh	CatB mix inh	CatB inh	AP complement	C1s inh	Cathepsin G inh	canonical_smiles
.	6	5	-4	1	-3	6	-4	-1	COC(=O)C1=C(C)NC2=C(C(=O)CCC2)C1c1ccsc1 (centres undefined)
2	-10	11	16	4	-1	9	-1	-1	COc1ccc(S(=O)(=O)N2CCN(C)CC2)cc1C
9	4	4	12	3	5	10	12	11	CCC(=O)NCCn1c(C)cc2ccccc21
6	3	-3	-1	1	7	0	-45	2	CC1(C)CC(=O)c2sc(NC(=O)CN3CCCCC3)nc2C1
.	-12	-5	3	-6	3	-5	-24	3	Cn1nnc(NC(=O)c2cccc(OCc3ccccc3)c2)n1
-4	2	6	0	5	.	2	12	7	CSc1ccc(CN2CCC(O)CC2)cc1
-9	3	6	-9	4	-4	21	-36	-3	COc1ccc(S(=O)(=O)NCCC(=O)NCc2cccs2)cc1
-5	5	-1	-4	2	4	4	-2	9	CCCCNC(=O)C1C2C=CC3(CN(Cc4ccccc4Cl)C(=O)C13)O2 (centres undefined)
-2	-1	2	-6	-8	-4	9	-15	-5	COc1cc(NS(=O)(=O)c2ccc(C)cc2)ccc1-n1cnnn1
9	7	6	13	-2	1	3	-11	1	CCC(O)(CCN1CCCCC1)c1ccccc1 (centres undefined)
3	8	2	-3	-1	2	-11	-11	-11	CN1CC2(C(=O)c3ccccc3)CN(C)CC(C(=O)c3ccccc3)(C1)C2
-2	-2	1	-2	3	6	12	11	8	CN1C(=O)c2ccccc2C(C(=O)NCC2CCCO2)C1c1c[nH]c2ccccc12 (centres undefined)
.	-1	1	-5	1	7	18	-18	3	CCOc1ccccc1Nc1ncnc2c1cnn2-c1ccccc1
-1	8	-2	6	-8	0	-2	-2	6	COc1ccccc1-c1nnc(SCC(=O)N2CC(C)CC(C)C2)o1 (centres undefined)
13	3	1	-1	1	1	11	-15	7	Cc1c(NC(=O)C23CC4CC(CC(C)(C4)C2)C3)c(=O)n(-c2ccccc2)n1C

CatL inh	FXIIa inh mix	FXIa mix inh	CatS inh	CatB mix inh	CatB inh	AP complement	C1s inh	Cathepsin G inh	canonical_smiles
9	6	6	4	2	-3	7	7	9	COc1ccc(CCNC(=O)CN(c2ccccc2OC)S(C)(=O)=O)cc1
14	5	5	2	5	5	10	11	12	COC(=O)Nc1cc(C(F)(F)F)ccc1N1CCN(c2ccccc2)CC1
19	3	5	13	6	-4	14	-28	-2	O=S(=O)(NCCNS(=O)(=O)c1cccs1)c1cccs1
.	-12	-1	-4	-6	-1	-3	-1	7	O=S(=O)(NCCCCCNS(=O)(=O)c1ccc(F)cc1)c1ccc(F)cc1
.	0	12	-2	-1	1	4	4	2	Cc1cc(C)nc(SCC(=O)OCN2C(=O)c3ccccc3C2=O)n1
